Compound activity: PubChem, Icahn School of Medicine at Mount Sinai
ROC1-CUL1 inh – inhibitors of human ROC1-CUL1 ubiquitin ligase activity; in vitro K48 di-Ub FRET, acceptor:donor ratio, 45 min; 140,000 compounds, 0.6% hits; P62877+Q13616; inhibition, % at 10 µM; in the data active = inhibition above about 25%
Target sequence (P62877 whole entry, looked up): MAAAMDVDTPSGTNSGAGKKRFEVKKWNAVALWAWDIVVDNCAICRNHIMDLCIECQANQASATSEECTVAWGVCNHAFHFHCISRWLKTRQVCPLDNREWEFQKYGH
Target sequence (Q13616 whole entry, looked up): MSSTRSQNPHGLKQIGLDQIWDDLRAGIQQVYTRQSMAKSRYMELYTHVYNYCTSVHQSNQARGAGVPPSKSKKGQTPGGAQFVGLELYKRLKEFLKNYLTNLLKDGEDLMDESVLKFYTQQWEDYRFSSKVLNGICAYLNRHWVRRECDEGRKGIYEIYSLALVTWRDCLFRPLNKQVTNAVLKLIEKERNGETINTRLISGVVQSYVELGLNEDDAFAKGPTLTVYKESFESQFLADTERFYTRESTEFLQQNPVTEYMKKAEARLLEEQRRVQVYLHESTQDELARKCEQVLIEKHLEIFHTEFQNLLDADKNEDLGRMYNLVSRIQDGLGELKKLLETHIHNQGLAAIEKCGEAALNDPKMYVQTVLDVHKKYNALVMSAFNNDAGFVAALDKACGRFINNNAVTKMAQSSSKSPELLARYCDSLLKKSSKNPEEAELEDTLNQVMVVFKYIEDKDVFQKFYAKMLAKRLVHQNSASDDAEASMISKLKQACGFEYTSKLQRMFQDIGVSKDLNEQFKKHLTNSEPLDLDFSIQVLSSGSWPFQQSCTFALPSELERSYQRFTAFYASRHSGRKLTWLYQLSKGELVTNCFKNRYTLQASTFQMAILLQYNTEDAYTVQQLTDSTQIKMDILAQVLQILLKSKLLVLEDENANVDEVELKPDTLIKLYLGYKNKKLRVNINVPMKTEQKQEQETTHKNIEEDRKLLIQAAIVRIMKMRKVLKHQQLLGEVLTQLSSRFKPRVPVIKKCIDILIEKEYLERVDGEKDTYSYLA
* = called active by the depositor.

SMILES	ROC1-CUL1 inh
CCO/C=C1\N=C(c2ccc(Cl)cc2)OC1=O	0
CCOc1ccc(CNCc2c(C(=O)O)n(Cc3ccc(C)cc3)c3cc(C)ccc23)cc1	-8
COc1ccc(-c2cc3ccc(O)c(CN4CCOCC4)c3oc2=O)cc1	-7
CC(=O)Nc1ccc(N2CC(C(=O)NCCC(C)C)CC2=O)cc1 (stereo not given)	-7
O=S1(=O)CCN2C(c3cccs3)=CSC2=N1	-9
COc1ccc(Nc2cc(C(=O)NCCc3ccc(C)cc3)c3ccccc3n2)c(OC)c1	-6
Cc1cccnc1CNC(=O)c1cc(NC(=O)CC2CCCC2)cc2nc(C3CCCO3)n(C)c12 (stereo not given)	-5
Cc1ccc(N2C(=O)NC(=O)C3C2=NC(=O)C3(NC(=O)c2ccccc2F)C(F)(F)F)cc1C (stereo not given)	-1
COc1ccc2c(Sc3ccc(C)cc3)c(C(=O)NCc3ccc(F)cc3)[nH]c2c1	1
COc1cc([N+](=O)[O-])ccc1N=CC1C(=O)N(c2c(Cl)cc(Cl)cc2Cl)N=C1C (stereo not given)	-3
COc1ccccc1NC(=O)c1cnn(-c2ccccc2)c1-n1cccc1	0
COc1cccc(N2CC(=O)N(NC(=O)CSc3ccccc3)CC2=O)c1	0
CCC(=O)Nc1nc(-c2ccc(C)c3ccccc23)cs1	-7
C=CCOC(=O)C1=C(C)N=C2SCCC(=O)N2C1c1ccc(SC)cc1 (stereo not given)	7
COC(=O)c1ccc(OC(=O)c2cc(OC)c(OC)c(OC)c2)c(OC)c1	-5
Cc1noc(-c2ccc(N3CCC[C@H]3CO)nc2)n1	1
Cc1ccc(C2CC(C(F)(F)F)n3nc(C(=O)N(C)Cc4ccccc4)c(Cl)c3N2)cc1 (stereo not given)	-2
C=CCn1cc(CN2C[C@H]3OC(=O)N(Cc4ccccn4)[C@H]3C2)c(C)n1	-9
O=C(CCC(=O)N1CC2CCCN2c2ccccc21)NCc1ccc(F)cc1 (stereo not given)	1
COCCCNC(=O)C1CCN(c2nnc(-n3cccc3CNc3ccc(C)cc3)s2)CC1	-1
c1ccc(CNc2nc(-c3cccs3)cs2)cc1	7
Cc1ccc(CNC(=O)c2nnc(Cc3ccc(Cl)cc3)o2)cc1	4
O=C(CSc1nc2sc3c(c2c(=O)n1-c1ccccc1)CCCC3)c1cccs1	3
COc1ccc(NC(=O)Cn2c(SCc3ccc(F)cc3)nc3cccnc32)cc1OC	-5
COC(=O)C1CC(=O)c2sccc2C1 (stereo not given)	-7
C=CCCCOc1cc(C(=O)Oc2ccc(-c3ccc(C#N)cc3)cc2)ccc1OC	-3
CCC(=O)N1CCc2cc(S(=O)(=O)CCC(=O)N3CCN(c4cc(C)ccc4C)CC3)ccc21	4
Cc1c(Cl)ccc(C(=O)O)c1N	6
COc1ccc(Cl)cc1NC(=O)CN(c1cc(Cl)ccc1OC)S(=O)(=O)c1ccc(OC)c(OC)c1	-5
CCOC(=O)C1=C(C)N=c2s/c(=C/c3cc(Br)c(OC)cc3OC)c(=O)n2C1c1cccc(OC)c1OCC (stereo not given)	-4
Cc1ccc(NC(=O)/C(=C2/C(=O)C(=O)OC2(Oc2ccccc2)c2ccccc2)c2ccccc2)cc1 (stereo not given)	-6
COCc1nc2ccccc2n1CCOc1ccccc1	-3
C#CCOc1ccc(/C=C2\SC(=O)N(CC(=O)O)C2=O)cc1OC	-7
CC1(C)CNC(=O)c2ccc(OS(C)(=O)=O)cc2O1	0
CC(=O)c1ccc(NC(=O)CSc2cn(CC(=O)N3CCCCCC3)c3ccccc23)cc1	14
COc1cc(CNC2CCN(c3ccc(C(=O)NC(C)c4ccccc4)cc3)CC2)cc(OC)c1 (stereo not given)	2
COc1ccc2cc(Br)ccc2c1CC(=O)N1CCOCC1	-1
Cc1cc(NC(=O)c2ccc(C(C)(C)C)cc2)no1	-5
Cc1ccc(C2c3c(-c4ccccc4O)n[nH]c3C(=O)N2CCc2ccccc2)cc1 (stereo not given)	-9
COc1cccc(N2CCN(c3nncc(-c4ccccc4)n3)CC2=O)c1	2

Looked up above.
Value for COc1cccc(N2CCN(c3nncc(-c4ccccc4)n3)CC2=O)c1 in ROC1-CUL1 inh: 2
Value for Cc1ccc(CNC(=O)c2nnc(Cc3ccc(Cl)cc3)o2)cc1 in ROC1-CUL1 inh: 4

Some of these compounds in order of count of non-hydrogen atoms, rising:
SMILES	ROC1-CUL1 inh
COC(=O)C1CC(=O)c2sccc2C1 (stereo not given)	-7
Cc1ccc(C2c3c(-c4ccccc4O)n[nH]c3C(=O)N2CCc2ccccc2)cc1 (stereo not given)	-9
CC(=O)c1ccc(NC(=O)CSc2cn(CC(=O)N3CCCCCC3)c3ccccc23)cc1	14
CCOC(=O)C1=C(C)N=c2s/c(=C/c3cc(Br)c(OC)cc3OC)c(=O)n2C1c1cccc(OC)c1OCC (stereo not given)	-4

The listing picks up with the two entries that preceded the break.
SMILES	ROC1-CUL1 inh
Cc1ccc(C2c3c(-c4ccccc4O)n[nH]c3C(=O)N2CCc2ccccc2)cc1 (stereo not given)	-9
COc1cccc(N2CCN(c3nncc(-c4ccccc4)n3)CC2=O)c1	2
CN1C(=O)/C(=C2\SC(=S)N(CCCC(=O)O)C2=O)c2ccccc21	-1
CCCS(=O)(=O)N1CCCC(CNC(=O)COc2ccccc2OC)C1 (stereo not given)	4
Cc1ccc2c(=O)c(C(=O)c3ccc(F)cc3)cn(CC(=O)Nc3ccc4c(c3)OCCO4)c2n1	-1
CCCN1CCN(C(=O)Nc2ccc(C(C)C)cc2)CC1	10
OC(CN1CCN(C(c2ccccc2)c2ccccc2)CC1)CN1CCN(C(c2ccccc2)c2ccccc2)CC1	-5
CN(Cc1ccccc1)S(=O)(=O)c1ccc2[nH]c3c(c2c1)CCCCC3	-3
O=C1CSC2(C(=O)N(Cc3cccc(F)c3)c3ccccc32)N1c1cccc(C(F)(F)F)c1 (stereo not given)	5
CN(C)c1ncc2c(n1)CCCC2NC(=O)C1CCOCC1 (stereo not given)	6
COC(=O)c1c(NC(=O)c2c(F)cccc2Cl)sc2c1-c1ccccc1CC2	2
COc1cc(C2C3C(=O)CC(c4ccc(C)cc4)CC3=Nc3ccccc3N2C(=O)C(F)(F)F)cc(OC)c1OC (stereo not given)	-9
CCCN(CCC)c1ccc(C(Nc2ccccn2)c2ccc3cccnc3c2O)cc1 (stereo not given)	3
COc1ccc(CC(=O)Nc2ccc3nc(Nc4cccc(Cl)c4)cc(C)c3c2)cc1OC	-1
CCOC(=O)c1c(NC(=O)c2cc3nc(-c4ccc(F)cc4)cc(C(F)(F)F)n3n2)sc2c1CCCC2	-12
CCn1c(-c2cccnc2)nc2cc(NC(=O)COC)cc(C(=O)N(C)Cc3ccc(C)cc3)c21	7
c1cc2cc(c1)CSCc1cccc(c1)CSC2	10
Cc1ccc(NC(=O)c2cc(C)oc2C)cc1	3
CSc1nn(CC(=O)Nc2cc(C)ccc2C)c(N)c1S(=O)(=O)c1ccccc1	6
Cc1ccc(Cl)cc1N1CCN(C(=O)c2cc3ccc4cccnc4c3[nH]2)CC1	-4
CCc1nc2cccnc2n1-c1ccc(CC(=O)Nc2cccc(C)c2C)cc1	0
COc1ccc(NC(=O)Cn2nnnc2-c2ccccc2F)c(C)c1	-5
CN(C(=O)c1nn2c(C(F)(F)F)cc(-c3ccco3)nc2c1Cl)c1ccc(OC(F)(F)Cl)cc1	-3
Cc1cc(=O)n2nc(N3CCC(C(=O)Nc4ccc(C(C)C)cc4)CC3)sc2n1	3
Cc1nc2ccccn2c1C(=O)NNC(=S)Nc1ccc(Cl)cc1	3
CCOc1ccccc1CNCCSc1nnnn1C	-2
COc1ccc2sc3c(=O)[nH]c4ccccc4c3c2c1	-3
CCOc1ccc(CNc2ccc(N3CCOCC3)cc2)cc1OC	-2
O=C(NCc1n[nH]c2c1CCC2)c1coc(COc2ccc(F)cc2)n1	-4
Cc1ccc(NC(=O)c2cc(S(=O)(=O)N3CCCCCC3)c(Cl)cc2Cl)c(C)c1	10
Cc1ccc(C(=O)Nc2ccc(I)cn2)cc1[N+](=O)[O-]	-3
CCOC(=O)c1ccc(NC(=O)C(=O)NCc2ccc(/C=C3/C(=O)N(c4ccc(C)c(Cl)c4)C(C)=C3C(=O)OC)o2)cc1	-1
C=CCc1cc2c(C)c(CC)c(=O)oc2c(C)c1O	2
CC1=NN(c2nc(-c3ccccc3)cs2)C(=O)C1N=Nc1ccccc1Cl (stereo not given)	2
OCCCCNCc1cccc(Br)c1	-7
CCc1c(C)c2ccc(O)c(CN3CCN(c4cc(Cl)ccc4C)CC3)c2oc1=O	0
Cc1cn2c(nc3c2c(=O)n(Cc2ccccc2F)c(=O)n3C)[nH]1	-5
N#CC1C(=N)Oc2n[nH]c(-c3ccc4c(c3)OCO4)c2C1c1cccs1 (stereo not given)	3
CCc1[nH]c(C2CC(=O)N(C(C)C)C2)nc1-c1ccccc1 (stereo not given)	10
Cc1sc(CO)c(Sc2ccccc2)c1C(=O)O	4
COc1ccc(CNC(=O)CN2CCN(c3ccccc3)CC2)cc1	-11
Cn1c(=O)[nH]c(=O)c2c1nc(NCCO)n2CC(O)COc1ccccc1 (stereo not given)	0
O=C(Nc1cccc(Cl)c1)N1CCC(CN2CCOCC2)CC1	5
COCCNC(=O)c1ccc(OC)cc1OC1CCN(Cc2cccnc2)CC1	12
COC(=O)C1=C(C)OC(=N)C(C#N)C1c1c(C)cc(C)cc1C (stereo not given)	-8
O=C(COc1ccc(F)cc1)Nc1ccccc1OCc1cc(=O)n2ccccc2n1	1
COc1cc(C2CC(C(F)(F)F)n3ncc(C(=O)N4CCCCC4)c3N2)cc(OC)c1OC (stereo not given)	-4
O=C(CN1CCOCC1)Nc1ccc(F)cc1F	-2
N=C1N(c2ccccc2)C(=S)C(=Nc2ccccc2)N1c1ccccc1	-2
COc1cc(/C=C(/C#N)c2nc(-c3ccc(C)cc3)cs2)ccc1OCc1ccccc1	0
CCn1c(SCC(=O)c2ccc(Br)cc2)nc2sc3c(c2c1=O)CCC3	1
CS/C(=C\C(=O)c1ccc(C(C)(C)C)cc1)CC(=O)c1ccc(C(C)(C)C)cc1	-6
CCc1c(C(=O)c2ccc(OC)cc2)oc2c(C)c3oc(=O)cc(C)c3cc12	6
Clc1ccc(OCc2nc(-c3ccccn3)no2)cc1	3
CC1=Nc2nc(-c3ccccc3)nn2C(c2ccc(Cl)cc2)C1C(=O)Nc1cccnc1 (stereo not given)	3
CCOC(=O)C(CC)n1nc(C)n2c(cc3occc32)c1=O (stereo not given)	1
O=[N+]([O-])c1ccc2c3c(cccc13)CC2=C1c2ccccc2-c2ccccc21	-11
COc1ccc(CNCCCc2cccnc2)cc1OCC(O)CN1CCCC1 (stereo not given)	-3
O=C(NCCc1ccccc1)c1nn(-c2ccccc2Cl)nc1CO	4
CC1C(=NC(=O)c2nn3c(C(F)(F)F)cc(-c4ccc(Br)cc4)nc3c2Cl)C(=O)N(c2ccccc2)N1C (stereo not given)	-6
COc1ccccc1C(=O)Nc1ccc(S(=O)(=O)Nc2nc(C)cc(C)n2)cc1	-1
Cc1ccc(C)c(CSc2cn(CCNC(=O)c3ccccc3F)c3ccccc23)c1	1
Carrying on:
SMILES	ROC1-CUL1 inh
CCOc1ccc(C2CC(=O)c3c([nH]c(C(=O)OCC4CCCCC4)c3C)C2)cc1 (stereo not given)	5
Cc1cc2nc(-c3cccc(NC(=O)CSc4ccc(Cl)cc4)c3)oc2cc1C	1
O=C(Cc1ccccc1)Nc1ccc(C(=O)NNC(=O)c2ccccc2)cc1	-9
Cc1c(Cc2cc(O)ccc2Cl)cc(O)cc1Cc1cc(O)ccc1Cl	9
O=C1CCCCCN1CP(=O)(O)CCc1ccccc1	3
CCCn1c(C)cn2c3c(=O)n(Cc4ccccc4F)c(=O)n(C)c3nc12	-4
Cc1ccc(C2C3=C(CC(c4ccccc4Cl)CC3=O)OC(=N)C2C#N)cc1 (stereo not given)	-7
N=S(N)CCN1C(=O)c2ccccc2C1=O (stereo not given)	4
Cc1ccc(Cc2cnc(NC(=O)C3Cc4ccc(C)cc4C(=O)O3)s2)cc1 (stereo not given)	5
COC(=O)[C@@H]1C(C(=O)c2ccccc2)N(c2ccccc2)C[C@H]1C(=O)OC (stereo not given in full)	3
O=C(Cc1ccccc1)Nc1ccnn1C1CCN(Cc2ccccc2O)CC1	6
CN1CCC(C(=O)N2CCC3(CCCN(CC4CCCCC4)C3)C2)CC1 (stereo not given)	-3
Cc1ccc(C(=O)NC(=S)N2CCN(c3ccccc3F)CC2)cc1	-8
Cc1cc(Nc2cccc(Cl)c2)nc2ccc(NC(=O)c3cncc(Br)c3)cc12	-11
Cc1ccc(C(=O)C2C(=O)C(=O)N(CCc3ccccc3)C2c2ccncc2)cc1 (stereo not given)	0
CCOc1ccc(N(CC)S(=O)(=O)N2CCCC(C(=O)NCc3ccccc3Cl)C2)cc1 (stereo not given)	7
Cn1c(=O)c(C(=O)O)nn(-c2ccccc2)c1=O	7
Nc1nnc(CSCc2ccccc2F)s1	5
Cc1csc(C)c1-c1c(C)csc1C	2
CCCCN(CCCC)CCCNC(=O)c1ccc2nc(N3CCCCC3)sc2c1	-7

In the list so far, three contain a nitro group on carbon.
SMILES	ROC1-CUL1 inh
COc1cc([N+](=O)[O-])ccc1N=CC1C(=O)N(c2c(Cl)cc(Cl)cc2Cl)N=C1C (stereo not given)	-3
Cc1ccc(C(=O)Nc2ccc(I)cn2)cc1[N+](=O)[O-]	-3
O=[N+]([O-])c1ccc2c3c(cccc13)CC2=C1c2ccccc2-c2ccccc21	-11

(next part)
SMILES	ROC1-CUL1 inh
O=C(c1ccc(Cl)cc1)c1cc2ccccc2o1	6
Cc1cc(C(=O)N(Cc2ccncc2)Cc2cccc(OCCc3ccc(F)cc3)c2)n(C)n1	6
O=C(CN1CCCCC1)N1c2ccccc2Sc2ccc(Cl)cc21	2
Cc1ccc(S(=O)(=O)Oc2ccc(C(=O)COC(=O)c3cc(C)nc4ccccc34)cc2)cc1	3
O=C(NN1C(=O)c2cc(Br)ccc2NC1c1cc(Br)cc(Br)c1O)c1ccncc1 (stereo not given)	2

The list is partial; count on the stated rates, not on these rows.
